S1P3 antag = S1P3 (human) receptor antagonism | Q99500 | CHO S1P3 NFAT-BLA reporter, FRET fluorescence, antagonist mode | inhibition, % at 4.98 µM | 0.27% of 170,000 active | AID 485;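 active means inhibition above the plate cutoff, the mean inhibition of test wells on that plate plus 3 SD, cut at about 28% in these data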;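 further: cells challenged with S1P at its EC80 of 0.8 µM; blue over green emission ratio from cleaved BLA substrate after 4 h stimulation; 0% = S1P-stimulated wells and 100% = unstimulated DMSO-only wells; some compounds past the cut are filed as inactive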
Target sequence (Q99500 whole entry, looked up): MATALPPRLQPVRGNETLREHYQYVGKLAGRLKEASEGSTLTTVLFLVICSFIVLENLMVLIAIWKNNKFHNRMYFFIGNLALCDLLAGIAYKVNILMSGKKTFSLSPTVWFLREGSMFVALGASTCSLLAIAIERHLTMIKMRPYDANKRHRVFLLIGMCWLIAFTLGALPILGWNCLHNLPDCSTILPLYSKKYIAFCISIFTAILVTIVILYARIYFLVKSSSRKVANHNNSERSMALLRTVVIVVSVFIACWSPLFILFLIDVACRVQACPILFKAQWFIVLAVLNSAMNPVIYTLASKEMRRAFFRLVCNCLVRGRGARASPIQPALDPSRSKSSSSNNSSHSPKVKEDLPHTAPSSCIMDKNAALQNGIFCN
Numbers without * were called inactive.

SMILES	S1P3 antag
CC(C)CC(=O)N/C(N)=N/c1nc2ccccc2o1	6.5
O=C(CSc1nnc2sc3ccccc3n12)NCc1ccc2c(c1)OCO2	-15.0
CCOC(=O)C1=C(C)N(c2ccc(OC)cc2)C(=O)/C1=C\c1ccc(O)c(OCC)c1	-9.6
CCOC(=O)CC1(c2ccc(OC)c(OC)c2)C(=O)c2ccccc2C1=O	-9.8
CNc1nc(N)c([N+](=O)[O-])c(NCC2CCCO2)n1 (stereo not given)	-3.6
COc1ccc(/C=N/n2c(-c3cc(C)[nH]n3)n[nH]c2=S)cc1	-6.4
CCOc1ccccc1NC(=S)N(CCOC)C1CCN(C(C)=O)CC1	-13.9
CCP(=O)(c1cccc([N+](=O)[O-])c1)c1cccc([N+](=O)[O-])c1	-16.8
COc1ccc(N=C2O/C(=C/c3sc(=S)n(CC4CCCO4)c3O)N=C2C#N)cc1 (stereo not given)	-0.6
CCN(CC)CCCN=Cc1c(O)n(-c2c(C)cccc2C)c(=O)c2ccccc12	-11.6
COc1ccc([C@H]2CC(=O)c3c(O)cc(O)cc3O2)cc1O	-6.7
CN(Cc1cn(C)nc1-c1cccc(Cl)c1)Cc1nccn1C	-2.7
Cc1ccc(NC(=O)CSc2nc(N)cc(=O)[nH]2)cc1S(=O)(=O)N1CCOCC1	-4.2
CN1CCC(N(C)CC(C)(C)NS(=O)(=O)c2ccccc2)CC1	-12.1
CN1CCN(c2nc3ccccn3c(=O)c2/C=C(\C#N)S(=O)(=O)c2ccccc2)CC1	5.3
O=C(N/N=C/c1cc2cc3c(cc2nc1Cl)OCO3)c1ccncc1	-8.9
N#Cc1ccc(CSc2nnc(NC(=O)c3ccc(=O)[nH]c3)s2)cc1	-1.9
O=C(NNC(=O)c1cnccc1C(F)(F)F)c1ccccc1	-1.6
C/C(=N\Nc1ccc(S(N)(=O)=O)cc1[N+](=O)[O-])c1ccco1	-5.3
COc1cc(NC(=O)c2n[nH]c(=O)c3ccccc23)cc(OC)c1	19.0
COc1ccc(Cn2cnc3c4cc(F)ccc4n(C)c3c2=O)cc1	4.0
CC(C)OP(=O)(OC(C)C)C(Nc1cccc(C(=O)O)c1)c1ccccc1 (stereo not given)	-4.5
O=C(N/C(=C/c1cccnc1)C(=O)N1CCOCC1)c1ccccc1Cl	7.3
Cc1cc(C(=O)N/N=C/C(Cl)=C/c2ccccc2)c(C)o1	9.5
Cc1ccc(C(=O)NNC2=NC(C)(C)Cc3ccccc32)cc1	-6.8
Cc1cc(C(N)=O)nn1-c1c(Cl)cc(Cl)cc1Cl	-4.0
COc1ccc2nc(SCC(=O)Nc3ccccc3OC)[nH]c2c1	-5.4
Cc1ccc(OCc2ccc(C(=O)NN)o2)c([N+](=O)[O-])c1	7.0
O=c1cc(CSc2ccc(Cl)cc2)[nH]c2[nH]n(-c3ccccc3)c(=O)c12	-3.4
Clc1ccc(Oc2nc3c(Cl)cccc3s2)cc1Cl	-7.3
O=C1NCCN(Cc2ccc(F)cc2)C1CC(=O)N1CC=C(c2ccccc2)CC1 (stereo not given)	1.7
O=C(N/N=C/c1cc2c(cc1Br)OCO2)c1ccccn1	-1.3
O=C(Cn1nnc2ccccc21)OCC(=O)c1ccc(F)cc1	-2.3
CCOC(=O)Cn1c(=N)n(CCOc2ccc(Br)cc2)c2ccccc21	-8.3
O=C(CCC(=O)c1ccccc1)NCc1ccccc1	5.4
O=C(c1ccc([N+](=O)[O-])cc1Cl)N1CCN(c2ccccn2)CC1	0.2
COC(=O)[C@H](CCSC)NC(=O)c1cccnc1SC	-7.8
Cc1ccc(Nc2c3c(nc4ccccc24)CCC3)cc1	-6.7
O=C(Nc1nnc(-c2ccc(Cl)cc2)o1)C1CCCCC1	-7.1
Cn1cccc1CC(=O)NNC(=S)NC(=O)c1ccc(F)cc1	0.8
Cc1cc2c(=O)oc(-c3ccccc3Br)nc2s1	-4.7
COc1cc2c(cc1Cl)C(=O)C(F)(c1ccccc1)C(=O)N2 (stereo not given)	-22.7
CC(=O)Nc1ccc2nc(NC(=O)c3cccs3)sc2c1	-0.7
NS(=O)(=O)c1ccc(CNC(=S)NC2CCCCC2)cc1	10.4
S=c1[nH]nc(-c2n[nH]c3c2CCC3)n1/N=C/C=C/c1ccco1	14.2
CCn1c(SCC(=O)OC(C)C)nnc1-c1ccccc1	-11.5
CC(C)(C)OC(=O)N/N=C/c1cccn1-c1ccc([N+](=O)[O-])cc1	-20.7
O=C(O)c1ncsc1-c1ccccc1	-15.7
CCCCC1=NN(C(=O)c2ccncc2)C(O)(C(F)(F)F)C1 (stereo not given)	-2.9
Oc1ccc2ccc3[nH]cnc3c2c1	-12.7
CCCc1ccc(C(=O)NC(=O)c2ccccc2O)cc1	-9.9
COc1ccc(CCN2C(=NC(C)=O)SC3CS(=O)(=O)CC32)cc1OC (stereo not given)	-2.4
CN(C)c1cccc2c1c(NC(=O)c1ccc(Cl)cc1)nn2C	-5.1
CCOC(=O)c1c(NC(=O)NC(C)(C)C)sc2c1CCN(C)C2	-4.2
COc1ccc(-c2cnc(N)nc2-c2ccc(OCc3ccccc3)cc2O)cc1	-4.7
O=c1oc(-c2ccccc2NS(=O)(=O)c2ccc(F)cc2)nc2ccccc12	6.6
CCOC(=O)CNC(=O)C(CC(N)=O)NC(=O)OC(C)(C)C (stereo not given)	2.4
CCn1c(CSc2ncn[nH]2)nc2cc(C(=O)O)ccc21	0.9
CCc1ccccc1N1CN(Cc2ccco2)CNC1=S	10.4
COc1cc(NC(=O)COc2ccc(Cl)cc2)ccc1NC(=O)C(C)C	2.7

At a glance, some entries already given.
SMILES	S1P3 antag
CCn1c(SCC(=O)OC(C)C)nnc1-c1ccccc1	-11.5
CC(C)(C)OC(=O)N/N=C/c1cccn1-c1ccc([N+](=O)[O-])cc1	-20.7
O=C(O)c1ncsc1-c1ccccc1	-15.7

Going on with the list.
SMILES	S1P3 antag
COc1ccc(Br)c(C(=O)N2CCN(S(=O)(=O)c3cccs3)CC2)c1	3.2
CCOC(=O)c1sc(=S)n(C)c1NC(=O)c1cccc(Br)c1	-7.2
COCc1cc(=O)[nH]c(SCCS(=O)(=O)c2ccc(C)cc2)n1	4.1
CN1CCN(S(=O)(=O)Cc2ccc(Cl)cc2)CC1	-7.6
Cc1cccc(N2C(=O)C(O)=C(C(=O)c3cccs3)C2c2ccc(C(C)C)cc2)n1 (stereo not given)	-9.1
CC1=NN(C(=O)c2ccccc2)C(O)(c2ccc(Br)cc2)C1 (stereo not given)	2.1
CCC(=O)Nc1ccc2c(c1)nc(CCN1CCN(c3ccccc3)CC1)n2C	0.9
CC(C)(C)c1ccc(OCCOc2ccc(C(C)(C)C)cc2NC=O)c(NC=O)c1	10.1
COC(=O)c1cc(N=Nc2sc(N)nc2C)cc(C(=O)OC)c1	-10.7
Cc1ccc(S(=O)(=O)N(C)c2ccccc2C(=O)Nc2ccc3c(c2)OCCO3)cc1	5.3
COc1ccc(NC(=O)c2cn(-c3ccccc3)nc2SC)cc1	9.7
CC(C)COc1ccc(C(=O)N/C(=C\c2cccc([N+](=O)[O-])c2)C(=O)O)cc1	2.3
Cc1cc(C)c(C#N)c(SCCN2CCOCC2)n1	-0.5
Cc1ccsc1CNC(=O)c1c(-c2ccccc2)noc1C	-8.0
Cc1cc(Cl)c2cc3ccccc3cc2n1	-13.4

Entries shown so far that contain a COOH group, in the order listed:
SMILES	S1P3 antag
CC(C)OP(=O)(OC(C)C)C(Nc1cccc(C(=O)O)c1)c1ccccc1 (stereo not given)	-4.5
O=C(O)c1ncsc1-c1ccccc1	-15.7
CCn1c(CSc2ncn[nH]2)nc2cc(C(=O)O)ccc21	0.9
CC(C)COc1ccc(C(=O)N/C(=C\c2cccc([N+](=O)[O-])c2)C(=O)O)cc1	2.3

Next part:
SMILES	S1P3 antag
CC(C)c1cc(C(=O)O)c2ccccc2n1	15.5
Cc1c(C(=O)N2CCCc3ccccc32)sc2nc(-c3ccccc3)cn12	23.8
O=C(N/N=C/c1ccco1)c1csc2c1CCCC2	-13.2
Cc1nnc(C)c2c(C)n(N)c(C)c12	-1.8
Cc1cc(/C=C(\C#N)C(=O)O)c(C)n1-c1ccc(Br)cc1	-21.6
c1ccc(-c2ncc3ccccn23)cc1	8.6
CCCc1c(C(=O)Nc2ccc(N3CCOCC3)cc2)cnn1-c1ccccc1	-8.3
O=c1[nH]c2ccccc2nc1C(Nc1ccccc1)c1ccccc1 (stereo not given)	-4.7
CCC(C)(C)C1CCc2[nH]nc(C(=O)N/N=C(\C)c3ccco3)c2C1 (stereo not given)	5.3
COc1ccc(C2(CNC(=O)c3ccccc3)CCOCC2)cc1	-10.4
COC(=O)c1cc(S(=O)(=O)NCc2ccc(S(N)(=O)=O)cc2)oc1C	2.4
Cc1cc([N+](=O)[O-])nn1CC(=O)N/N=C/c1ccccc1Br	-21.1
CC(=O)Nc1cccc(OCC(=O)Nc2sccc2C(N)=O)c1	-11.9
CCOC(=O)Cn1nc(C)c(NC(=O)COc2ccc(OC)cc2)c1C	-8.3
O=C(Nc1cccnc1Cl)c1ccc(=O)oc1	5.4
O=C(NNS(=O)(=O)c1ccc(Cl)cc1)c1cccc(S(=O)(=O)N2CCOCC2)c1	-5.2
COC(=O)c1ccc(/C=N/N2CCN(Cc3ccc(Cl)cc3)CC2)cc1	16.9
COC(=O)[C@H](Cc1ccccc1)NC(=O)N1CCN(c2ccc(F)cc2)CC1	-19.5
O=[N+]([O-])c1ccc(-c2nc(C(Cl)Cl)c3ccccc3n2)cc1	0.2
COC(CNC(=O)c1ccc2c3c(onc13)-c1ccccc1C2=O)OC	-2.8
CN(C)CCNc1ncnc2c1sc1nc(-c3ccccc3)c3c(c12)CCCC3	-2.7
O=C1CNC(=S)N1CCc1ccc(Cl)cc1	-2.1
Cc1cc(Cl)ccc1OCC(=O)N(Cc1ccco1)C1CCS(=O)(=O)C1 (stereo not given)	7.2
O=S(=O)(Nc1ccc(-n2cccc2)cc1)c1ccc(Cl)c(Cl)c1	4.1
NS(=O)(=O)c1cccc(NS(=O)(=O)c2ccc(/C=C/C(=O)O)cc2)c1	1.3
NC(=O)C(=CNc1nc(-c2ccc(Cl)c(Cl)c2)cs1)C(N)=O	-6.5
COCCCNC(=S)N/N=C/c1ccc2ccccc2c1	-7.6
N#C/C(=C\c1c(F)cccc1Cl)c1nn(-c2ccccc2)c(-n2cccc2)c1C#N	8.2
Cc1cc(N/N=C/c2cccc(F)c2)nc(NCc2ccccc2)n1	-7.1
Fc1ccc(N2CCN(Cc3cn[nH]c3-c3ccccc3)CC2)cc1	-35.4
O=C(CN1CCOCC1)NN1CC(=O)N(c2ccc(Cl)cc2)CC1=O	-8.3
COc1ccc(COc2cccnc2N)cc1	8.0
Cc1ccc(CC(=O)c2ccc(Cl)cc2)cc1	0.8
CCCCc1ccc(S(=O)(=O)NC2CCS(=O)(=O)C2)cc1 (stereo not given)	-2.6
Cc1nc(-c2c(C(=O)NNC(=O)Nc3c(C)cccc3C)noc2C)cs1	-1.4
CCN1C/C(=C/c2sccc2C)c2nc3ccccc3c(C(=O)O)c2C1	5.8
O=C1COc2ccc(C(=O)COC(=O)/C=C/c3cccc(F)c3)cc2N1	-11.6
NS(=O)(=O)c1ccc(CNC(=O)c2cc(-c3cccs3)nc3ccccc23)cc1	-3.3
CCOC(=O)C1=NN(c2ccc(Cl)cc2)/C(=C/C2=NCCc3cc(OC)c(OC)cc32)S1	-14.9
Cn1c2ccccc2c2cnn(CC(=O)N3CCCCC3)c(=O)c21	-1.0
CCOc1ccc2nc(NCCCNC(=O)c3cc(OC)c(OC)c(OC)c3)c(C#N)cc2c1	-16.4
Cc1ccc(Cl)c(OCCCN(C)Cc2ccccc2)c1	-4.6
OC(CNC1CCCC1)COCCOc1ccc(Br)cc1 (stereo not given)	-14.1
Nc1nc2nonc2nc1N	6.7
Cn1c(=O)oc2cc(NC(=O)CCl)ccc21	-6.0
CN(C)c1cccc2c1c(NC(=O)Nc1ccc(Cl)cc1Cl)nn2C	4.3
Oc1[nH]c(N=C2N=c3ccccc3=N2)c2ccccc12	16.9
O=C(N/N=C/c1cc(O)ccc1[N+](=O)[O-])c1ccc2c(c1)OCCO2	-1.3
CN(C)C=Nc1nonc1-c1ccc(Cl)cc1	-2.0
COc1ccc2oc(C(=O)OC/C(O)=C(\C#N)c3nc4ccccc4[nH]3)c(C)c2c1	8.3
Cc1nc(N)ncc1Sc1ccccc1	10.0
Cc1cc(C(=O)NNc2ccc(F)cc2)no1	10.9
C/C(=N\NC(=O)c1cc2ccccc2cc1O)c1cc2ccccc2o1	-8.3
CCOc1ccc(-n2cnc3c(=O)[nH]c(N)nc32)cc1	-2.9
O=C(O)c1ccccc1C(=O)c1ccc(Cl)cc1	-10.6
O=C(NN1C(=O)C2C3C=CC(C4CC34)C2C1=O)c1cccc(Br)c1 (stereo not given)	-3.8
CN1CCN(NC(=O)c2cccc(C(F)(F)F)c2)CC1	-3.4
O=C(CNC(=O)c1ccc2c(c1)OCCO2)N/N=C/c1ccco1	-20.1
Cc1c(C)n(O)c2ccc3nonc3c12	11.1
O=c1cc(CN2CCN(Cc3ccccc3)CC2)c2cc3c(cc2o1)CCC3	-22.1
(further entries)
SMILES	S1P3 antag
C#CC(CC)(CC)NC(=O)/C=C/C(=O)O	-3.4
O=C(Nc1ccccc1)Nc1ccccc1C(=O)NCCCN1CCOCC1	-5.2
Cc1oc(C(C)(C)C)cc1C(=O)N1CCN(c2ccc(C(F)(F)F)cn2)CC1	4.3
O=C(CCC1CCCN(Cc2ccc3c(c2)OCCO3)C1)NCc1ccccc1F (stereo not given)	2.3
O=C(O)c1cccc(CSc2ncn[nH]2)c1	-24.2

7 entries already listed, ordered by molar mass, lowest first.
SMILES	S1P3 antag
O=C(O)c1ncsc1-c1ccccc1	-15.7
CC(C)c1cc(C(=O)O)c2ccccc2n1	15.5
Cc1ccc(CC(=O)c2ccc(Cl)cc2)cc1	0.8
Cc1cc(C(=O)N/N=C/C(Cl)=C/c2ccccc2)c(C)o1	9.5
CCn1c(SCC(=O)OC(C)C)nnc1-c1ccccc1	-11.5
CN(C)c1cccc2c1c(NC(=O)c1ccc(Cl)cc1)nn2C	-5.1
Cc1ccc(S(=O)(=O)N(C)c2ccccc2C(=O)Nc2ccc3c(c2)OCCO3)cc1	5.3

This is a subset. The share of hits here may be higher or lower than overall.
